beta cell repl: inducers of MIN6 beta-cell proliferation, primary screen, ATP luminescence, uHTS; actives 0.29% (n = 330,000); AID 2380, 2010; proliferation, % at 10 µM; MIN6 cells proliferation, ATPlite luminescence, 48 h; cells starved in 0.2% serum; 100% = growth in 10% serum;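 active means compounds whose signal lies at least 3.5 SD above the mean of all wells on their plate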;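 further: 0% = DMSO-treated cells in low-serum medium and 100% = 10% serum control; some compounds called inactive have numbers as strong as hits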
NALP3 yeast inh: NALP3 inflammasome inhibitors in reconstituted yeast, primary screen, luminescence, uHTS | actives 0.39% (n = 330,000) | inhibition, % at 10 µM | Yeast reconstituted NLRP3/ASC/caspase-1, beta-gal luminescence, 24 h;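 active means inhibition of 50% or more; inactive means inhibition below 50%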;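 further: plate controls were induced DMSO wells for no effect and uninduced yeast grown without galactose for full effect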
APJ antag: antagonists of human apelin receptor APJ, primary screen, CHO-K1 cells, beta-arrestin complementation, luminescence; inhibition, % at 20 µM; actives 0.32% (n = 330,000);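 active means inhibition above about 40% at 20 µM, limit read from the data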;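 further: cells challenged with 10 nM apelin-13 agonist together with compound; plate controls were apelin-13 plus DMSO wells for no effect and DMSO wells lacking apelin-13 for full effect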
Target sequence (P35414 whole entry, looked up): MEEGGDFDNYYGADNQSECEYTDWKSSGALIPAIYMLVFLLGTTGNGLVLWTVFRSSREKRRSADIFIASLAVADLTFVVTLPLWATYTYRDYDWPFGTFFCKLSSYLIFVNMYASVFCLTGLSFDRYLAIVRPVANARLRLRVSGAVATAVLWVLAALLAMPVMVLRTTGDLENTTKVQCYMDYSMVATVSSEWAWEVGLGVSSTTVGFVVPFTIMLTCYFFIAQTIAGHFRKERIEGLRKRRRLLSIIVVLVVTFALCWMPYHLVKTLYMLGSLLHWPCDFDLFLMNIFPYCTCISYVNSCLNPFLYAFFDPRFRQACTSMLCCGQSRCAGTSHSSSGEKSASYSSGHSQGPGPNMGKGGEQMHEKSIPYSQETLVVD
GRIN3A LBD mod: binders of NR3A ligand-binding domain, primary screen, biophysical, differential scanning fluorimetry, uHTS | Tm shift relative to glycine control, % at 25 µM | NR3A LBD differential scanning fluorimetry, Tm shift; 0% = protein alone, 100% = glycine-bound protein | actives 2.5% (n = 340,000) | Glutamate receptor ionotropic, NMDA 3A (GRIN3A) ligand-binding domain;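 active means melting temperature shift of at least 10% of the positive control shift, at one fixed dose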
tim23-1 inh: growth inhibitors of tim23-1 mutant yeast, primary screen, luminescence, uHTS | S. cerevisiae tim23-1 growth, BacTiter-Glo luminescence, 24 h | inhibition, % at 20 µM | actives 1.3% (n = 330,000) | AID 463212, 2010;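 active means growth inhibition of the mutant yeast at or above 50%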;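 further: temperature-sensitive mutant grown at 25 °C; plate controls were DMSO-treated mutant yeast for no effect and medium wells lacking yeast for full effect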
APJ ag: agonists of human apelin receptor APJ, primary screen, CHO-K1 cells, PathHunter beta-arrestin, luminescence. activation, % at 20 µM. 0% DMSO wells, 100% apelin. actives 0.11% (n = 330,000). AID 2520, 2010;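 active means activation more than six SD over the plate average, tested at 20 µM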;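 further: 0% = DMSO alone and 100% = apelin-13 at 10 nM; some results filed as inactive read as strong as hits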
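Assay system: engineered CHO-K1 APJ arrestin reporter cells; Amount: 1000 CHO-K1 reporter cells seeded per well; Dosing: one dose, 20 µM compound, 1% DMSO; Times: compound stimulation 90 min at 25 °C, detection 60 min; Measured by: luminescent beta-gal fragment complementation, chemiluminescent substrate; Read-out: APJ–arrestin association signal; Controls: DMSO vs Apelin-13 10 nM.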
MPTP block: mitochondrial permeability transition pore inhibitors, primary screen, biochemical, isolated mouse mitochondria, absorbance | Ca2+ swelling absorbance, 30 min | inhibition, % at 10 µM | actives 1.4% (n = 360,000);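 active means inhibition of 50% or more, scaled per plate between neutral and stimulator controls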;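 further: 0% = DMSO wells given calcium and 100% = 1 mM EGTA wells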
tim10-1 inh: growth inhibitors of tim10-1 mutant yeast, primary screen, luminescence, uHTS; S. cerevisiae tim10-1 ts strain growth, BacTiter-Glo, 24 h; inhibition, % at 20 µM; actives 2.2% (n = 330,000); AID 463190, 2010;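 active means inhibition of at least 40%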;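 further: mutant grown at 25 °C; 0% = DMSO wells with yeast and 100% = wells holding no yeast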
TIM10 inh: growth inhibitors of isogenic TIM10 control yeast, primary screen, counter-screen for tim10-1 yeast inhibitor project, luminescence, uHTS | S. cerevisiae TIM10 strain growth, BacTiter-Glo luminescence, 24 h | inhibition, % at 10 µM | actives 1.4% (n = 330,000) | AID 463195, 2010;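 active means inhibition of 40% or more at the single tested concentration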;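 further: wild-type TIM10 isogenic control strain grown at permissive 25 °C; 0% = DMSO yeast wells and 100% = minimal medium wells without yeast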
Numbers without * were called inactive; · = no result given.

SMILES	beta cell repl	NALP3 yeast inh	APJ antag	GRIN3A LBD mod	tim23-1 inh	APJ ag	MPTP block	tim10-1 inh	TIM10 inh
C=CCn1c(O)c(/C=N/N2CCCCC2c2cccnc2)c(=O)[nH]c1=S (configuration not stated)	-1	2	12	-2	23	-2	-0.1	12	6
COC(=O)C1=C(c2ccc(F)cc2F)C[C@@H]2CC[C@H]1N2C(=O)N1CCC(O)(c2ccc(Cl)cc2)CC1	-7	14	3	-10	29	-5	-1.4	9	9
OCC(Br)CBr (configuration not stated)	0	12	-3	0	-12	-4	0.2	-14	-2
O=C(O)C(Cl)(Cl)Cl	-2	19	18	0	4	-1	-2.9	-1	1
Cn1c(O)c(C=NCCCC(=O)O)c(=O)n(C)c1=O	4	-4	-11	3	0	0	1.1	5	5
COc1cccc(C(=O)C2CCCN(Cc3cccc4c3OCO4)C2)c1 (configuration not stated)	-1	-4	11	-1	10	-2	-0.7	15	4
CCCOC(=O)Nc1ccc([As](=O)(O)O)cc1NC(=O)OCCC	-5	12	5	-2	20	-2	-1.0	24	10
Cc1nc2ccccc2c(=O)n1-c1ccc([N+](=O)[O-])cc1	-2	12	-12	-3	-50	1	-1.8	-2	6
CN1C(=O)N(C)C(=O)C2(Cc3cc(N)ccc3N3CCN(c4ccccc4F)CC32)C1=O (configuration not stated)	-1	6	-15	·	-11	-5	·	14	-5
CN(C)C(=O)Oc1cc(=O)n2c3c(cccc13)CCC2	0	2	4	-1	2	0	-1.6	13	-17
CCCCOC(=O)C1=C(N)OC2=C(C(=O)CC(C)(C)C2)[C@]12C(=O)N(C)c1ccccc12	-3	11	6	-3	14	-3	0.8	4	10
O=C(CCN1CCOCC1)Nc1ccc(Br)cc1C(=O)c1ccccc1	-1	31	-7	4	6	3	0.1	10	0
N#CC(C#N)=Cc1ccc(N2CCCC2)cc1	-4	42	-24	2	10	-1	-0.2	41*	-2
COc1ccc(N=Cc2c(O)n(Cc3cccs3)c(=O)[nH]c2=O)cc1	-4	29	4	-1	2	-1	2.3	-16	0
Cc1ccc(OCC(=O)N2CCN(Cc3ccc([N+](=O)[O-])cc3)CC2)cc1	-1	19	2	-1	15	-1	2.3	0	1
CCN1C[C@@]2(COC)C3[C@@H](OC)[C@H]4[C@@H]1[C@@]3(C1C[C@@]3(O)[C@H](OC(=O)c5ccccc5)C1[C@]4(OC(C)=O)[C@@H](O)[C@H]3OC)[C@@H](OC)C[C@H]2O (some centres not stated)	5	22	-13	1	-9	9	-2.3	-10	8
C[C@]12CC[C@H]3[C@@H](CC[C@]4(O)C[C@@H](O)CC[C@]34C=O)[C@@]1(O)CC[C@@H]2C1=CC(=O)OC1	-4	23	20	-1	0	-2	-0.7	-11	6
C[N+]1(C)C2CCC1CC(OC(=O)c1ccco1)C2 (configuration not stated)	-2	14	12	0	15	-1	0.3	-5	-15
C[C@]12CC[C@@H](O)CC1=CCC1C2CC[C@@]2(C)C1C[C@@H](F)[C@@H]2O (some centres not stated)	3	45	9	0	26	-2	-0.1	11	1
Cn1c(O)c(C=NC2C(=O)C3(C)CCC2C3(C)C)c(=O)n(C)c1=O (configuration not stated)	-3	9	3	-1	18	-1	-1.3	17	11
CC[N+](CC)(CC)CC	1	5	4	1	10	-4	-4.4	1	-2
Cc1ccc(-n2nc(C)cc2NC(=O)COc2cc(C)cc3oc(=O)c4c(c23)CCC4)cc1	1	11	3	-3	13	-1	1.3	10	6
Cc1nc(SCc2c(Cl)cccc2Cl)nc(OC(=O)N(C)C)c1C	-3	17	2	-1	26	-2	3.1	22	-6
CCCCn1c(O)c(C(CC)=Nc2cccc(C(=O)O)c2)c(=O)[nH]c1=O	3	13	10	1	-5	-3	1.4	-13	6
CN(C)C(=O)Oc1ccc(OC(=O)c2ccccc2)cc1	-4	14	8	1	30	0	-1.6	27	24
CCCN1CCC(NC2CCC(O)CC2)CC1 (configuration not stated)	0	18	-4	0	-6	-2	-0.3	8	-3
Cc1ccc(S(=O)(=O)N2CC2(C)CCl)cc1 (configuration not stated)	-2	1	1	-1	25	0	1.0	19	1
CC(=O)NCCc1c[nH]c2ccccc12	1	6	5	0	4	-4	-3.5	-8	2
C=C(C)[C@@H]1C2C(=O)O[C@H]1[C@H]1OC(=O)[C@@]34OC3C[C@]2(O)[C@@]14C (some centres not stated)	2	15	16	-1	0	1	0.2	-17	10
Cn1c(O)c(/C=C/C=Nc2ccccc2)c(=O)n(C)c1=O	2	0	15	-10	-6	-1	1.8	-3	8
O=C(COC(=O)Cc1ccccc1)Nc1ccc(Cl)cn1	0	2	12	0	1	2	-2.1	12	8
Cc1ccc2c(c1)C1CN(C)CCC1N2C(=O)/C=C/c1ccc2c(c1)OCO2 (configuration not stated)	-3	14	-9	-1	-10	1	-2.5	-36	-30
C=CCc1cc(OC)c2c(c1)OCO2	1	-2	-1	-2	-18	-3	-3.2	-14	-9
CC(C)CN1CCN(Cc2ccc(C(F)(F)F)cc2)CC1CCO (configuration not stated)	0	11	1	0	5	-3	0.8	-1	-3
c1cc2c(cc1CCNC1CCCCCC1)OCO2	8.3*	9	0	0	-11	-6	-4.8	-5	-7
C[N+]1(C)CCN(c2ccccc2)CC1	1	1	-4	2	2	2	1.9	-2	6
CN1C(=O)N(C)C(=O)C2(Cc3c(nc4ccccn4c3=O)N3CCc4ccccc4C32)C1=O (configuration not stated)	-3	8	12	0	20	3	-1.1	29	32
CC1(C)CC(=O)C(C2(O)C(=O)NC(=O)NC2=O)=C(O)C1	-1	-5	24	-2	-1	-4	-0.9	2	4
COc1ccc(CNC(=O)C(NC(C)=O)C(C)C)cc1OC (configuration not stated)	-2	10	8	-2	3	-1	-1.8	10	-6
O=S(=O)(NC1CCCCC1)OCC(Cl)(Cl)Cl	-4	27	2	-2	38	11	-0.9	16	8
C=CCn1c(O)c(C(CC)=NCC2CCCO2)c(=O)[nH]c1=O (configuration not stated)	0	17	-23	-1	-1	-1	0.7	0	-2
CC(=NCc1ccco1)c1c(O)n(-c2ccc(C)cc2)c(=O)[nH]c1=O	-4	-3	21	-1	11	-3	4.3	18	23
CSc1nnc(C2CCNCC2)n1C	-2	2	15	0	1	-4	-0.5	15	0
CN(C)CC1CSCCC1(O)c1ccccc1 (configuration not stated)	3	3	4	-3	1	-1	-0.9	11	3
CCc1cc(=O)[nH]c(SCCCF)n1	-2	21	8	0	0	-1	-4.8	4	-2
COc1ccc(N=C2SCCCN2C)cc1	-2	-2	-1	-1	9	-3	-1.8	8	5
CC(=O)Nc1ccc(CC(=O)N2CCN(Cc3ccccc3)CC2)cc1	1	5	0	-3	6	-3	-1.0	12	4
COc1cccc(CN2CCNCC2)c1	-1	11	13	-1	6	-3	-0.6	5	-2
CN1C(=O)C(=Cc2ccc(OCC(=O)Nc3ccccc3)cc2)C(=O)N(C)C1=O	-2	16	1	-1	7	-2	-1.7	12	6
CN1CCN(C(=O)COc2ccc(Oc3ccccc3)cc2)CC1	-1	23	-19	-2	-2	-1	0.9	0	5
COc1ccccc1N1CCN(Cc2ccc(Cl)cc2Cl)CC1	-1	19	5	4	4	-1	0.4	8	-6
COc1ccccc1OCCCn1cc(C=O)c2ccccc21	-4	18	20	2	13	-3	0.4	24	20
CCN(CC(=O)Nc1ccc(C#N)c(Cl)c1)CC(=O)NC1CCS(=O)(=O)C1 (configuration not stated)	1	24	6	4	1	-1	-0.9	17	2
CC(O)(CS(=O)(=O)c1cccc(C(F)(F)F)c1)C(=O)Nc1cccc(C(F)(F)F)c1 (configuration not stated)	-4	6	-31	-4	29	0	5.6	20	4
CC(=O)Nc1ccc(OC(=O)N(C)c2ccc(C)cc2)cc1	1	15	5	-1	12	-3	-0.8	2	6
CCC(C)c1ccc(N2C(=O)NC(=O)/C(=C/c3cccn3CCOc3ccc(C)cc3)C2=O)cc1 (configuration not stated)	-6	28	-20	0	-5	3	-3.9	21	3
COC(=O)C1=C(c2cccc(OCc3ccccc3)c2)C[C@@H]2CC[C@H]1N2C(=O)NCc1ccccc1C(F)(F)F	-5	7	7	-1	6	-3	-0.2	12	-3
C[N+](C)(C)CC(=O)Nc1ccc(Cl)cc1C(=O)c1ccccc1	-3	7	-17	0	-5	-2	-1.7	-14	-17

Shown with values under each structure: part of the list above
Value order – beta cell repl	NALP3 yeast inh	APJ antag	GRIN3A LBD mod	tim23-1 inh	APJ ag	MPTP block	tim10-1 inh	TIM10 inh
- CCCOC(=O)Nc1ccc([As](=O)(O)O)cc1NC(=O)OCCC
    -5	12	5	-2	20	-2	-1.0	24	10
- Cc1nc2ccccc2c(=O)n1-c1ccc([N+](=O)[O-])cc1
    -2	12	-12	-3	-50	1	-1.8	-2	6
- CN1C(=O)N(C)C(=O)C2(Cc3cc(N)ccc3N3CCN(c4ccccc4F)CC32)C1=O (configuration not stated)
    -1	6	-15	·	-11	-5	·	14	-5
- CN(C)C(=O)Oc1cc(=O)n2c3c(cccc13)CCC2
    0	2	4	-1	2	0	-1.6	13	-17
- CCCCOC(=O)C1=C(N)OC2=C(C(=O)CC(C)(C)C2)[C@]12C(=O)N(C)c1ccccc12
    -3	11	6	-3	14	-3	0.8	4	10
- O=C(CCN1CCOCC1)Nc1ccc(Br)cc1C(=O)c1ccccc1
    -1	31	-7	4	6	3	0.1	10	0
- N#CC(C#N)=Cc1ccc(N2CCCC2)cc1
    -4	42	-24	2	10	-1	-0.2	41*	-2
- COc1ccc(N=Cc2c(O)n(Cc3cccs3)c(=O)[nH]c2=O)cc1
    -4	29	4	-1	2	-1	2.3	-16	0
- Cc1ccc(OCC(=O)N2CCN(Cc3ccc([N+](=O)[O-])cc3)CC2)cc1
    -1	19	2	-1	15	-1	2.3	0	1
- CCN1C[C@@]2(COC)C3[C@@H](OC)[C@H]4[C@@H]1[C@@]3(C1C[C@@]3(O)[C@H](OC(=O)c5ccccc5)C1[C@]4(OC(C)=O)[C@@H](O)[C@H]3OC)[C@@H](OC)C[C@H]2O (some centres not stated)
    5	22	-13	1	-9	9	-2.3	-10	8
- C[C@]12CC[C@H]3[C@@H](CC[C@]4(O)C[C@@H](O)CC[C@]34C=O)[C@@]1(O)CC[C@@H]2C1=CC(=O)OC1
    -4	23	20	-1	0	-2	-0.7	-11	6
- C[N+]1(C)C2CCC1CC(OC(=O)c1ccco1)C2 (configuration not stated)
    -2	14	12	0	15	-1	0.3	-5	-15
- C[C@]12CC[C@@H](O)CC1=CCC1C2CC[C@@]2(C)C1C[C@@H](F)[C@@H]2O (some centres not stated)
    3	45	9	0	26	-2	-0.1	11	1
- Cn1c(O)c(C=NC2C(=O)C3(C)CCC2C3(C)C)c(=O)n(C)c1=O (configuration not stated)
    -3	9	3	-1	18	-1	-1.3	17	11

Screens: PubChem, Sanford-Burnham Center for Chemical Genomics

Not all compounds are listed, so the mix of outcomes need not match the whole.
